Bioassay records from PubChem BioAssay.
D1 potentiator: enhances dopamine response at the human D1 receptor; HEK293 TREx D1 cells, calcium flux, dopamine EC20 potentiation; potentiation, % at 10 µM; 360,000 compounds, 0.036% hits; in the data active = potentiation above about 30%; also: 0% is about no effect
D1 agonist: human D1 receptor agonism | P21728 | 360,000 compounds, 1% hits | HEK293 T-REx D1 cells, calcium flux, agonist mode | activation, % at 2 µM | AID 504660; in the data active = activation above about 30%; also: 0% is about no effect
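Agonism was scored from calcium flux recorded over 180 s (1 read/s) after pintool compound addition, following a 10-cycle baseline. Cells were inducible force-coupled HEK293 TREx D1, plated overnight at 30 C and loaded with no-wash calcium dye.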
TRHR PAM: allosteric enhancers of human TRH receptor; AID 493056; P34981; TRHR cells, fluo-8 calcium fluorescence, EC20 TRH enhancement; 360,000 compounds, 0.66% hits; enhancement, % at 2 µM; in the data active = enhancement above about 30%; also: 0% is about no effect
Target sequence (P34981 whole entry, looked up): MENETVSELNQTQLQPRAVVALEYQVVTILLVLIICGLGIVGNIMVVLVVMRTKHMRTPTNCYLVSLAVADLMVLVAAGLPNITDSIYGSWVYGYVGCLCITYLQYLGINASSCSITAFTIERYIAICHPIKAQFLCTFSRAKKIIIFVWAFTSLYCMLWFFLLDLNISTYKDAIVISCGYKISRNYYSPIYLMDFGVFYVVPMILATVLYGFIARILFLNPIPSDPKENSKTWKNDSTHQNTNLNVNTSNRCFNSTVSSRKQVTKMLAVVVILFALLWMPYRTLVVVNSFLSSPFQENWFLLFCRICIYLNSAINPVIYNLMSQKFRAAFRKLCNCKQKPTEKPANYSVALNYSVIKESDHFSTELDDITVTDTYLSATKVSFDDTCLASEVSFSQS
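Enhancer read-out: after compound pinning and an initial kinetic agonist-mode read, an EC20 of TRH (10 nM final) was injected and fluo-8 calcium signal (Ex 480/Em 530) followed at 1 s/cycle for 100 cycles in TRHR-expressing cells.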
RXFP1 antag: antagonists of human relaxin receptor RXFP1. HEK293-RXFP1, relaxin-stimulated cAMP HTRF, 30 min; active compounds read low. activity change, negative = inhibition, % at 57.5 µM. 350,000 compounds, 0.59% hits. AID 1259400;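 active = activity change of -60% or lower, but not beyond a set lower limit; inconclusive = change between -60% and -40%, or beyond the set limit; inactive = change above -40%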; also: % is scaled to controls: 0 for no effect and ±100 for the full control effect
D2 antagonist: antagonists of human D2 dopamine receptor; P14416; HEK293 TREx D2 cells, calcium flux, dopamine EC80; inhibition, % at 10 µM; 340,000 compounds, 2% hits; in the data active = inhibition above about 30%; also: 0% is about no effect
Target sequence (P14416 whole entry, looked up): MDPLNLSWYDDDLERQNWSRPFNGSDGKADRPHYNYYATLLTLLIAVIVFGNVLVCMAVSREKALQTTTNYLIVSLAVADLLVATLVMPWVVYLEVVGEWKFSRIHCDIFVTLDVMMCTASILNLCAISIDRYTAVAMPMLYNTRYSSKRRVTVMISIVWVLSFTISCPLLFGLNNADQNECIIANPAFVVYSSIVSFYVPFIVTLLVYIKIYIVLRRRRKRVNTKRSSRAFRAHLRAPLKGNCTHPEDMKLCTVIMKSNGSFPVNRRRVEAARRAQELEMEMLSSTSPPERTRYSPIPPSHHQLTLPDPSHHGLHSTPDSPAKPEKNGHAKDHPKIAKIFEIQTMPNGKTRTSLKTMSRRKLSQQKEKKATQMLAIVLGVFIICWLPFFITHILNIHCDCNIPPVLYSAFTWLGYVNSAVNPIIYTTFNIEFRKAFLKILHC
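HEK293 T-REx D2 cells, tet-induced, calcium dye no-wash. Cpd pintool add, 180 s kinetic, then EC80 DA, 180 s kinetic. Ca flux read.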
D2 agonist: activates the human D2 dopamine receptor. P14416. HEK293 T-REx D2 cells, calcium flux agonist mode. activation, % at 2 µM. 340,000 compounds, 0.53% hits;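 active = activation over 3 SD above normal in the single-dose calcium agonist read, cut at about 30% in these data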; also: 0% is about no effect
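Tetracycline-induced HEK293 Trex cells with D2 receptor force-coupled to calcium signaling, plated overnight at 30 C and loaded with no-wash calcium dye. Calcium flux read kinetically for 180 s after compound addition; responses flag agonists.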
D2 potentiator: positively modulates the human D2 dopamine receptor allosterically | 340,000 compounds, 0.34% hits | potentiation, % at 10 µM | HEK293 T-REx D2, calcium flux, EC20 dopamine potentiation;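 active = potentiation over 3 SD above the plate norm, cut at about 30% in these data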; also: 0% is about no effect
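Tetracycline-induced Hek293 Trex D2 cells, force-coupled to calcium, loaded with no-wash calcium dye. Compound added with 180 s kinetic read for agonism, then EC20 dopamine and a further 180 s read for potentiation.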
RXFP1 ag: activates the human relaxin receptor RXFP1; HEK293T-RXFP1 cAMP TR-FRET, 30 min; response scale: percent of porcine relaxin response, buffer zero; AID 2676; 370,000 compounds, 0.3% hits; Potency, µM (titrated, usually from 57.5 µM), without a hit: at the highest dose activation, actives largely listed as activators; active = well fitted activation curve with a large enough effect; inconclusive = small, poorly fitted or top-dose-only effect; also: potency is read from the fitted curve at half-maximal effect; % is scaled to controls: 0 for no effect and ±100 for the full control effect; nearly all actives have a fitted effect of over 60% in size; many of its hits are not listed in these tables
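HEK293 cells stably expressing RXFP1, treated 30 min at 37C with compounds plus PDE4 inhibitor Ro 20174; cAMP measured by HTRF TR-FRET. Normalized to buffer and 29 nM porcine relaxin; EC50 by Hill fit.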
D1 antag: antagonists of human D1 dopamine receptor; activity change, negative = inhibition, % at 10 µM; P21728; HEK293 TREx D1 cells, calcium flux, dopamine EC80; active compounds read low; 360,000 compounds, 3.2% hits; in the data active = activity change below about -30%; also: % is scaled to controls: 0 for no effect and ±100 for the full control effect
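Antagonism measured as reduced calcium response to an EC80 dopamine addition following 180 s compound pre-read; cells were inducible HEK293 Trex D1 plated overnight at 30 C, read kinetically at 1 cycle/sec.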
Numbers without * were called inactive; u = inconclusive; x = not tested or not shown; & = joins results of further samples. Not all compounds are listed; rates above refer to the full screens.

Values run as follows: D2 agonist | D2 antagonist | D1 antag | TRHR PAM | D1 agonist | RXFP1 ag | D1 potentiator | RXFP1 antag | D2 potentiator
> COc1ccc(C(=O)CC2C(=O)N(C)C(=O)N(C)C2=O)cc1
 : 1.2 | 1 | -1 | -4 | 1 | -0.3% | 3 | -7 | -5
> CCCCCCC(N)CC(=O)O (stereo unspecified)
 : x | x | 3 | 6 | 3 | 0.8% | -11 | -4 | -7
> Cn1c(O)c(C(=O)c2ccccc2)c(=O)n(C)c1=O
 : -0.4 | 3 | 6 | 13 | -1 | 1.4% | -2 | 0 | 1
> CN1[C@H]2CC[C@@H]1C(C(=O)N1CCOCC1)=C(O)C2
 : 1.0 | -11 | 19 | 13 | 4 | -1.4% | 3 | x | 0
> Cc1ccc(N2C(=O)NC(=O)/C(=C/c3ccc(OC(=O)c4cccs4)cc3)C2=O)cc1
 : -0.1 | 0 | -14 | 2 | -1 | 1.8% | 1 | 4 | -3
> Cc1ccc(CN2CCN(CC(=O)N3CCC4(CC3)OCCO4)C2=O)cc1
 : -2.3 | 11 | 1 | 8 | 1 | -0.8% | 3 | -1 | 14
> COc1cc2c(cc1O)CC1c3c(cc(O)c(OC)c3-2)CCN1C (stereo unspecified)
 : -0.5&0.4 | -20&29 | x | 8&-2 | x | 1.1%&0.6% | x | 4 | -28&-21
> CC(C)N1CCN(Cc2ccc3c(c2)OCCO3)CC1CCO (stereo unspecified)
 : 3.3 | -7 | -10 | 0 | 1 | 4.5% | -3 | -1 | -3
> Oc1ccc(/C=N/NP(=S)(c2ccccc2)c2ccccc2)c(O)c1O
 : -0.7 | -10 | 2 | -4 | 6 | -0.6% | 0 | -4 | 0
> CCOC(=O)N(c1ccccc1)P1(=S)OCC(C)O1 (stereo unspecified)
 : -0.1 | 4 | 0 | -2 | 1 | -2.0% | -4 | -5 | 10
> O=C(c1ccc(N2CCCCC2)c([N+](=O)[O-])c1)N1CCC2(CC1)OCCO2
 : 0.4 | -21 | 4 | -1 | 1 | 0.5% | 1 | -8 | 6
> CN(C)C(=O)Oc1ccc([N+](=O)[O-])cc1
 : 2.0 | -38 | 0 | 0 | 2 | 0.8% | -9 | -19 | -4
> Nc1ccc2c(c1)Cc1ccccc1-2
 : 1.1 | -15 | -3 | -12 | 2 | 0.3% | -3 | -5 | -7
> COc1cc(OC)c(OC)cc1CN1CCN(C(=O)COc2ccc3ccccc3c2)CC1
 : 0.2 | -13 | 28 | -4 | 0 | 2.5% | -3 | 3 | -5
> CCCCC(CC)CNCC(O)c1ccccc1 (stereo unspecified)
 : 1.8 | 6 | 3 | 4 | 4 | 0.8% | -5 | u | 5
> CCC(C(=O)Nc1ccccc1F)N1C(=O)CN=C(c2ccccc2)c2ccccc21 (stereo unspecified)
 : 0.5 | x | -9 | 6 | 0 | -0.6% | 0 | -17 | 10
> COc1ccc(OCC#CCN2CCCCCC2)cc1
 : -0.9 | 27 | 5 | 2 | 3 | 0.1% | 4 | -3 | -17
> C/C(=N\Nc1ccccc1)c1c(O)n(C)c(=O)n(C)c1=O
 : 0.6 | -32 | 3 | 8 | 0 | 1.7% | -2 | -2 | 2
> COc1ccccc1CCNC1C2CC3CC(C2)CC1C3 (stereo unspecified)
 : -0.5 | 13 | 8 | 1 | 5 | 1.0% | 2 | -4 | -9
> CCC(=NCCCN(CC)CC)c1c(O)n(C2CCCCC2)c(=O)[nH]c1=O
 : 0.1 | 2 | 5 | 16 | 3 | 2.1% | -6 | -7 | 1
> CCCCN1C(=O)/C(=C\c2ccco2)C(=O)N(CCc2ccccc2)C1=O
 : -1.4 | 0 | -10 | 1 | 4 | -1.5% | 3 | -38 | 10
> CN1CCN(CCOC2c3ccccc3CSc3ccc(Cl)cc32)CC1 (stereo unspecified)
 : x | x | -18 | -2 | 30 | 1.1% | -11 | -36 | x
> COC(=O)c1ccc(NC(=O)NC(=O)Oc2ccccc2)cc1
 : -0.9 | 16 | 2 | 2 | 3 | 0.2% | -2 | 5 | -2
> Cc1nc2ccccc2c(=O)n1-c1cccc(C(F)(F)F)c1
 : -1.1 | -14 | 2 | 1 | 2 | 4.0% | -5 | 12 | -2
> O=C(c1ccccc1F)c1cn(Cc2ccccc2)c2ccccc12
 : 1.3 | 2 | -5 | -3 | 3 | 4.8% | -8 | -19 | 0
> CCCCn1c(=O)c(C(=O)Nc2nnc(C(C)C)s2)c(O)c2ccccc21
 : 1.6 | 1 | 9 | -2 | 2 | 2.5% | -1 | x | 7
> O=CC(Cl)P(=O)(N1CCCCC1)N1CCCCC1 (stereo unspecified)
 : 0.4 | 14 | -21 | -2 | 0 | -1.2% | -3 | -10 | -5
> Clc1ccc2c(c1)C(c1ccccc1Cl)=NCc1nncn1-2
 : 0.1 | -15 | 0 | 0 | 0 | -4.6% | -2 | -5 | 0
> Cc1ccc(NS(=O)(=O)c2ccc(OCC(=O)N3CCN(C)CC3)cc2)cc1
 : 0.2 | 4 | -27 | -6 | 5 | -1.8% | -4 | -3 | 1
> CC1CCN2c3nc4ccccn4c(=O)c3CC3(C(=O)N(C)C(=O)N(C)C3=O)C2C1 (stereo unspecified)
 : 0.7 | 9 | 0 | 2 | 2 | 0.0% | -1 | -16 | -1

The list goes on, overlapping the part above by 2 compounds.
Values run as follows: D2 agonist | D2 antagonist | D1 antag | TRHR PAM | D1 agonist | RXFP1 ag | D1 potentiator | RXFP1 antag | D2 potentiator
> Cc1ccc(NS(=O)(=O)c2ccc(OCC(=O)N3CCN(C)CC3)cc2)cc1
 : 0.2 | 4 | -27 | -6 | 5 | -1.8% | -4 | -3 | 1
> CC1CCN2c3nc4ccccn4c(=O)c3CC3(C(=O)N(C)C(=O)N(C)C3=O)C2C1 (stereo unspecified)
 : 0.7 | 9 | 0 | 2 | 2 | 0.0% | -1 | -16 | -1
> CN(C)/C=C/C(=O)C(Cl)(Cl)Cl
 : 0.5 | 10 | -6 | 2 | 3 | 0.1% | -1 | 1 | 17
> CC(N)C(=O)c1ccco1 (stereo unspecified)
 : 0.6 | -5 | -9 | 1 | 2 | 1.6% | -2 | -2 | 11
> O=[N+]([O-])c1cccc(C2N3CCCN23)c1 (stereo unspecified)
 : 2.6 | 1 | x | 3 | 0 | 0.8% | -6 | -1 | -9
> O=c1[nH]c(=S)n(C2CC2)c(O)c1/C=N/N1CCOCC1
 : 0.6 | 16 | -3 | 5 | 7 | -0.6% | -2 | -3 | 0
> CCOP(=O)(OCC)C(NC(=O)NC)C(N)=O (stereo unspecified)
 : -0.4 | 1 | 4 | 0 | 3 | -0.2% | -1 | 2 | 1
> CCNc1ccc(P(=S)(N(C)C)N(C)C)cc1
 : -0.8 | -1 | 2 | 1 | 1 | 2.1% | 1 | -15 | 0
> CNC(=O)Nc1ccc(C(=O)N/N=C\C23CC[C@@H](O)CC2(O)CC[C@@H]2[C@@H]3CCC3(C)C(C4=CC(=O)OC4)CCC23O)cc1 (stereo partly specified)
 : 0.5 | -12 | 5 | 2 | -1 | 4.0% | -2 | -7 | 2
> NC(=O)C1(N2CCCCC2)CCN(Cc2ccccc2)CC1
 : 0.6 | 4 | -2 | -8 | 3 | 0.9% | -3 | -18 | -6
> O=C(Nc1ccc(Br)cc1C(=O)c1ccccc1Cl)c1ccc(Br)cc1
 : -0.8 | x | 3 | -2 | 4 | 9.9% | 0 | -3 | 3
> CCN(CC)C(=O)c1ccc(NC(=O)c2cn(-c3ccccc3)nc2-c2ccc(OC)cc2)cc1
 : 1.5 | 6 | -10 | -2 | 3 | 0.1% | -10 | -4 | 1
> CCc1ccc(OCC(=O)N2CCN(CC(=O)Nc3ccccc3Cl)CC2)cc1
 : 1.2 | -9 | -6 | 7 | -1 | 1.2% | -1 | 1 | 4
> C=CCn1c(O)c(C(CC)=NCCN2CCN(C(=S)NC)CC2)c(=O)[nH]c1=O
 : 0.4 | 3 | -15 | 5 | 2 | 3.4% | 1 | 4 | 5
> CC(/C=C(\C)Nc1ccccc1)=Nc1ccccc1
 : -1.0 | -4 | -25 | 8 | 2 | -2.5% | -14 | 2 | 37*
> CCC12C=CCN3CCC4(c5cc(Br)c(OC)cc5N(C)C4C(O)(C(=O)OC)C1OC(C)=O)C32 (stereo unspecified)
 : 6.5 | 3 | 13 | -8 | 13 | 0.7% | -2 | 5 | -12
> CC(C)CC(=O)NC(Oc1ccc(Cl)cc1)C(Cl)(Cl)Cl (stereo unspecified)
 : -1.3 | 15 | 4 | 0 | -1 | -2.9% | 0 | -28 | 0
> Cc1ccc(C(c2nnnn2Cc2ccccc2)N2CC=C(c3ccc(F)cc3)CC2)cc1 (stereo unspecified)
 : 0.4 | 18 | 6 | -9 | 1 | 1.9% | -1 | -9 | 12
> O=P(Nc1ccccc1)(Nc1ccccc1)Oc1cccc(Cl)c1
 : 0.1 | 3 | -13 | 1 | 0 | -0.2% | -5 | 16 | 0
> CC(C)OCCCNC(=O)c1c(N)n(CC2CCCO2)c2nc3ccccc3nc12 (stereo unspecified)
 : -1.2 | 0 | 7 | 3 | -2 | 4.5% | -6 | -12 | 1
> Cc1cccc(N2C(=O)NC(=O)C3(Cc4cc(C)ccc4N(C)C3)C2=O)c1 (stereo unspecified)
 : 1.0 | -16 | -4 | 2 | 1 | 0.4% | 0 | 1 | 0
> CC(=O)Nc1cc(C(=O)N2CCC3(CC2)OCCO3)ccc1Sc1ccc(F)cc1
 : -0.4 | 0 | 3 | 2 | 4 | 1.4% | -2 | 11 | 11
> Cc1ccc(N2C(=O)NC(=O)/C(=C/c3cnc(-c4ccccc4)nc3)C2=O)cc1C
 : -0.5 | 12 | 10 | 2 | 2 | 0.2% | 8 | -34 | -6
> CCc1ccc(NC(=O)c2cnc3sc(N4CCCC4)nn3c2=O)cc1
 : -0.2 | x | 7 | 1 | 9 | u | -4 | 8 | 14
> Cc1cc(C)n2nc(SCC(=O)N3CCC4(CC3)OCCO4)nc2n1
 : 0.5 | 0 | 27 | 22 | 2 | 25% | -5 | -5 | 2
> O=c1c2ccccc2nc(/C=C/c2ccccc2)n1-c1ccccc1F
 : x | x | 0 | 5 | 0 | 2.6% | 2 | -24 | 4
> O=C(c1ccc(CNS(=O)(=O)c2ccccc2)cc1)N1CCC2(CC1)OCCO2
 : 0.4 | 3 | -9 | 4 | 2 | 4.7% | 0 | 0 | 16
> Cc1ccc(S(=O)(=O)N2CCC(C(=O)N3CCC4(CC3)OCCO4)CC2)cc1
 : -0.8 | 0 | 10 | 4 | 0 | 0.3% | 2 | 19 | 3

Already shown: 2 of the compounds above.
Values run as follows: D2 agonist | D2 antagonist | D1 antag | TRHR PAM | D1 agonist | RXFP1 ag | D1 potentiator | RXFP1 antag | D2 potentiator
> O=C(c1ccc(CNS(=O)(=O)c2ccccc2)cc1)N1CCC2(CC1)OCCO2
 : 0.4 | 3 | -9 | 4 | 2 | 4.7% | 0 | 0 | 16
> Cc1ccc(S(=O)(=O)N2CCC(C(=O)N3CCC4(CC3)OCCO4)CC2)cc1
 : -0.8 | 0 | 10 | 4 | 0 | 0.3% | 2 | 19 | 3
